Bioassay records (PubChem BioAssay)
KDM5B inhibitor = Primary screen for KDM5B Histone Demethylases FDH-coupled qHTS. KDM5B demethylase, FDH-coupled NADH fluorescence (FDH is formaldehyde dehydrogenase). Potency, µM (series often up to 57.7 µM), inactives show at the top dose activity change, negative = inhibition, actives largely listed as inhibitors. 220,000 compounds, 2.6% hits. AID 1347165, 2019; active means well fitted inhibition curve with a large enough effect; inconclusive means small, poorly fitted or top-dose-only effect; inactive means no such curve, though single readings can be large or run the other way; further: 0% is about no effect; nearly all actives have a fitted effect of over 70% in size
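qHTS format, multiple compound concentrations. Buffer 50 mM HEPES pH 7.5/0.01% Tween-20; 200 nM KDM5BΔAP final; 10 min compound preincubation; substrate-mix levels 12.5 µM peptide, 25 µM α-KG, 0.25 mM NAD⁺; 30 min RT; ΔRFU.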
The depositor's hits bear a star; i = inactive; ? = inconclusive; & = joins results of further samples; [ ] = remark or other dose. Potency means the concentration at half of the fitted maximal effect. An excerpt; rates above refer to the full screens.

SMILES	KDM5B inhibitor
O=C(Cn1cccc1-c1nc(-c2ccc(F)cc2)no1)NCc1ccc(Cl)cc1	14%
ClC(/C=N/N1CCN(Cc2ccccc2)CC1)=C/c1ccccc1	9%
CCCc1ccc(S(=O)(=O)NCCc2cccc3cccnc23)cc1	-24%
CNc1nc2c(c(C(=O)N3CCCC3)n1)CN(S(=O)(=O)C1CC1)CC2	-17%
Cc1cc(C)c2c(=O)cc(C(=O)Nc3ccc(S(=O)(=O)N(C)Cc4ccccc4)cc3)oc2c1	12%&-6%
CCOc1ccccc1CN(CCc1ccc2c(c1)OCO2)Cc1cc(OC)c(OC)cc1OC	?
CNC(=O)c1cc[nH]c1C1CCCN(C(=O)Cc2cccnc2)C1 (stereo not drawn)	0%
CCOC(=O)Nc1ccccc1	24%
COCc1nc2nc(-c3ccccc3)c(-c3ccccc3OC)cc2n1C	?
CCc1nc(-c2c3n(c(=O)n(Cc4ccc(Cl)cc4)c2=O)CCCC3)no1	1%
O=C(NCCOc1ccccc1F)c1ccc2ccccc2n1	4%
COc1ccc(C2=NC3(CCCCC3)N(CC(=O)Nc3ccc(C(C)C)cc3)C2=O)cc1	-19%
COc1ccccc1NC(=O)c1cc(S(=O)(=O)NCCc2ccccc2)ccc1F	-26%
COc1ccc(OC)c(N(CC(=O)N2CCCC2)S(=O)(=O)c2ccc(C)cc2)c1	-18%
O=C(O)C(Cc1ccccc1)C(C(=O)O)c1ccccc1 (stereo not drawn)	12%
CC(C)NC(=O)C(=O)Nc1cccc(C(=O)c2nccn2C)c1	2%
O=[N+]([O-])c1cccc(C#Cc2ccccc2)c1	17%
Cc1ccc([C@@H]2CN(C(=O)c3cn(CCN)nn3)C[C@H]2NC(=O)C2CC2)cc1	28%
O=C(CN1CCCC1)NC1CCCCC1	8%
CC(C)(CNC(=O)c1cc2c(s1)CCCCC2)N1CCOCC1	-12%
CC(Nc1ccc(Cl)cc1)C(=O)NC(N)=O (stereo not drawn)	13%
C/C=C(/C)C(=O)OC1Cc2cc3ccc(=O)oc3cc2OC1(C)C (stereo not drawn)	?
Cc1nc(Nc2ccccc2C(F)(F)F)sc1C(=O)N(C)C	4%
CCCC1c2nccn2CCCN1C(=O)c1cocn1 (stereo not drawn)	13%
Cc1cccc(NC(=O)C2CCN(c3nc4ccccc4o3)CC2)c1C	16%
CCCN(CC1CCOC1)C(=O)Nc1ccccc1OCC (stereo not drawn)	-11%
COc1cccc(CN2C[C@@H](CO)[C@H](C3CCN(C(C)=O)CC3)C2)c1	-1%
Cc1ncsc1CN1C[C@@H]2C(=O)N(CCCN3CCCC3=O)C(=O)[C@@H]2C1	13%
COc1ccc(CC(=O)N2CC(CO)C3(CCNCC3)C2)cc1 (stereo not drawn)	15%
COc1cc(C2Oc3nc(SC)nnc3-c3ccccc3N2C(C)=O)cc(Cl)c1OC (stereo not drawn)	13%&-10%

Exported bar-delimited: part of the list above.
SMILES | KDM5B inhibitor
CCCN(CC1CCOC1)C(=O)Nc1ccccc1OCC (stereo not drawn) | -11%
COc1cccc(CN2C[C@@H](CO)[C@H](C3CCN(C(C)=O)CC3)C2)c1 | -1%

Individual results from the list:
`O=[N+]([O-])c1cccc(C#Cc2ccccc2)c1` in KDM5B inhibitor is listed with 17%
`O=C(CN1CCCC1)NC1CCCCC1` in KDM5B inhibitor is listed with 8%

(more compounds)
SMILES	KDM5B inhibitor
CCOc1cc(=O)n2c(c1C(=O)Nc1cc(OC)c(Cl)cc1OC)CCCC2	33%[activator]
Cn1cc(Cl)c(C(=O)N2CCOC(c3ccc(Cl)c(Cl)c3)C2)n1 (stereo not drawn)	-13%
C=C(CC)CN1CCCC12Cc1ccccc1CNC2=O (stereo not drawn)	1%[149 µM]
COc1ccc(NC(=O)CSc2nc3ccccc3o2)c(OC)c1	14%
Cc1cc(N2CCC(NCc3cc(C)nn3C)CC2)nc(-c2ccccc2)n1	-20%
COc1ccc(NC(=O)COc2ccc(-c3nn(C)c(=O)c4ccccc34)cc2)cc1	2%&2%
CCn1ccc(C(=O)N2CCCCCNC(=O)[C@H]3C[C@H](C(=O)N4CCc5ccccc5C4)C[C@H]32)n1	-14%
O=C1[C@H]2CN(Cc3ccc(F)cc3Cl)C[C@H]2C(=O)N1Cc1ccc2c(c1)OCO2	-12%
CC(C)Sc1nc2c(c(=O)[nH]c(=O)n2C)n1Cc1ccccc1Cl	-6%
COCC(=O)NC1CCN(c2ccccc2)C1=O (stereo not drawn)	4%
CN(C)c1ccc(NC(=O)/C=C/c2ccccc2)cc1	-16%
CCOc1ccccc1/C=N/O	-28%
N#CCCN(Cc1ccccc1)C(=O)Nc1ccc(F)cc1	10%
Cc1ccc(OC(=O)C(c2ccccc2)c2ccccc2)cc1	20%
COCCCNC(=O)NC(CCC(C)C)c1c(-n2cccc2)sc2c1CCN(C)C2 (stereo not drawn)	?
O=c1n(CCn2cccc2)nc(C2CCCNC2)n1-c1ccccc1 (stereo not drawn)	-12%
Cc1cccc(CN2CCc3nc(N4CCN(C)CC4)[nH]c(=O)c3CC2)c1	12%
CCN(C)C(=O)Cn1c(Cc2ccccc2)nn(-c2ccccc2OC)c1=O	16%
COc1cccc(-c2cc(-c3nc(C4CCOC4)no3)[nH]n2)c1 (stereo not drawn)	-25%
COc1cccc(-n2c(=O)c3sc4ccccc4c3n(CC(=O)Nc3ccccc3C)c2=O)c1	?
COc1ccc(OC)c(/C=C/C(=O)N(C)CC(=O)Nc2ccc(N3CCOCC3)cc2)c1	-199%
Cc1ccccc1C1CCCN1C(=O)c1cc(C(C)C)on1 (stereo not drawn)	13%
COc1ccccc1N1CCN(C(=O)CSc2nc(-c3ccc(C(C)C)cc3)no2)CC1	-37%
O=c1c2cc(Cl)ccc2ncn1Cc1coc(-c2cccs2)n1	0%
O=C(NCc1csc(-c2cnccn2)n1)C1CNCCO1 (stereo not drawn)	?
Nc1ccc(-c2nc3ncccc3o2)c(O)c1	i
Cc1ncc(S(C)(=O)=O)c(NCCCNc2cccnc2)n1	?
CCOc1ccc(NS(=O)(=O)c2ccc3[nH]cc(C(=O)N4CCCCCC4)c(=O)c3c2)cc1	-2%
Cc1ccc(-c2cc(N3CCCN(C(=O)CCc4ccccc4)CC3)n[nH]2)cc1C	16µM*
C[S+](=O)([O-])N1CCC(Cn2ccc3c(N4CCOCC4)nc(-c4cccc(O)c4)cc32)CC1	?
O=C(O)c1cc(NCc2ccccc2OCc2ccccc2)ccc1N1CCOCC1	12%
CCOC(=O)c1c(C)[nH]c(C)c1S(=O)(=O)N1CCCC(C(=O)Nc2cccc(CC)c2)C1 (stereo not drawn)	-7%
COc1ccc2c(O)c(-c3c(C)cc(C)cc3C)c(=O)[nH]c2c1	?
COc1cc(OC)c(N(C)C(=O)c2sc3nc4n(c(=O)c3c2C)CCCCC4)cc1Cl	11%
Cc1ccc(-c2nc(-c3ccc(Br)o3)no2)cc1	7%
CN(C(=O)Cn1c(=O)n(CCCS(=O)(=O)C2CCCCC2)c(=O)c2ccccc21)c1ccccc1	?
C=CCNC(=O)[C@H]1N2C(=O)c3ccccc3C2SC1(C)C (stereo partly drawn)	20%
CC1CCc2nc3ncn(Cc4ccc(Cl)cc4)c(=O)c3cc2C1 (stereo not drawn)	?
CCCC(=O)Nc1ccc(Cl)c(NC(=O)c2ccc(OCC)cc2)c1	10%
O=C(NCCc1ccccn1)C1CCc2sc(C(=O)N3CCCCC3)cc2C1 (stereo not drawn)	20%
COCCN1Cc2cccc(C(=O)Nc3ccc(C)cc3C)c2C1=O	11%
CC(C)(CNC(=S)NC1CC2CCC1C2)N1CCOCC1 (stereo not drawn)	19%
N#Cc1cccc(CN2Cc3[nH]cnc3C[C@H]2C(=O)NCc2ccco2)c1	32µM*
Cc1ccc(S(=O)(=O)c2cc3c(cc2NC(=O)COc2ccc(C)cc2C)n(C)c(=O)n3C)cc1	-14%
Cn1nc(C(=O)N2CCC(c3ccccc3)C2)c2c1-c1ccsc1CC2 (stereo not drawn)	-23%
O=C(CN1CC2CC(C1)[C@H]1CCCC(=O)N1C2)NCc1cc(F)cc(F)c1 (stereo partly drawn)	10%
CCC(O)c1nc2ccccc2n1Cc1cc(C)ccc1C (stereo not drawn)	-4%
COc1ccc(N2CCN(C(=O)c3ccc(-c4nc(COc5ccccc5)c(C)o4)cc3)CC2)cc1	-16%[11.5 µM]
COc1ccc(C(=O)N2CCN(c3nc4c(C)c(Cl)ccc4s3)CC2)c(OC)c1	-20%
O=C(NC1CC1)C1(CCO)CC12CCOCC2 (stereo not drawn)	23%
CCCCc1ccc(C(=O)Cn2cnc3c2c(=O)n(C)c(=O)n3C)cc1	25%
N#C/C(=C/c1ccc(Cl)cc1)c1nc(-c2ccc(Br)cc2)cs1	-2%
O=C1CC(c2ccccc2)N(C(=O)CNC(=O)c2c[nH]c3ccccc23)CCCCCN1 (stereo not drawn)	28µM*
Cc1[nH]c2ccccc2c1C(=O)COC(=O)C1CC(O)CN1S(=O)(=O)c1ccc(Cl)cc1 (stereo not drawn)	15%
COc1cccc(CN2CC(C(=O)NCCSc3nnnn3C)CCC2=O)c1 (stereo not drawn)	-5%
CCCN(CC1CCOC1)C(=O)NC1CCCC1 (stereo not drawn)	-12%
Cc1cccc(C2C3=C(COC3=O)Nc3c2c(=O)[nH]c(=O)n3CC(C)C)c1 (stereo not drawn)	?
COCCNC(=O)Cn1ccc2cc(S(=O)(=O)N3CCCCCC3)ccc21	-15%
CCCN(CCC)S(=O)(=O)c1ccc(OC)c2ncccc12	-8%
O=C(O)CCc1cc2n(n1)CCN(C(=O)c1ccccc1-n1cccc1)C2	-27%
Going on with the list:
SMILES	KDM5B inhibitor
Cc1ccc(Cl)cc1N1CCN(C(=O)Cn2ncc3c4ccccc4n(C)c3c2=O)CC1	-10%
CC1COc2ccccc2N1C(=O)c1ccc(F)cc1 (stereo not drawn)	11%
COCc1cc(=O)n(CC(=O)Nc2ccc(C)c(C)c2)c(N2CCOCC2)n1	?
Cc1ccc(NC(=O)N2CCC(N3CC4CC(C3)[C@H]3CCCC(=O)N3C4)CC2)cc1F (stereo partly drawn)	?
O=C(NCCCNC(=O)c1cc(Cl)ccc1Cl)c1nc2ccccc2c(=O)[nH]1	-14%
O=C(c1cc2cc(F)ccc2[nH]1)N1CCC(CO)(CCCc2ccccc2)CC1	-32%
Cc1ccc(O)c(NC(=O)C2=CC(c3cccs3)=NS(=O)(=O)N2C)c1	-16%
Cc1ccsc1CN(C(=O)c1ccc(F)cc1)C1CCS(=O)(=O)C1 (stereo not drawn)	-5%
O=C(CN1C(=O)NC2(CCCCC2)C1=O)N1CCN(c2ccc(F)cc2)CC1	15%
O=C(C1CCC(Cn2c(=O)c3sccc3n(Cc3cccc(F)c3)c2=O)CC1)N1CCOCC1 (stereo not drawn)	2%
CSc1cccc(NC(=O)CCc2ncc(-c3ccc(F)cc3)o2)c1	-12%
CN(CC1CCOC1)C(=O)Nc1ccc(C(F)(F)F)cc1 (stereo not drawn)	-7%
O=C(Nc1ccccc1)N1CCc2nc(-c3ccccc3)nc(-c3ccc(Cl)cc3)c2C1	4%
COC(=O)CNC(=O)c1nc(-c2cccnc2)c2ccccn12	i
O=C(Nc1ccccc1C(=O)N1CCCCC1)c1cnc2ccccc2n1	16%
O=C(NCCc1nnc2ccc(SCC(=O)N3CCCC3)nn12)c1ccccc1	-6%
Cc1ccc(C)c(CN2C(=O)C(O)(c3c[nH]c4ccccc34)c3ccccc32)c1 (stereo not drawn)	-59%
Cc1ccc(C)c(C(C)NC(=S)NCc2ccc(Cl)cc2)c1 (stereo not drawn)	-22%
Cc1cc(N2CCC(C)CC2)nc2ccc(NC(=O)Cc3c(F)cccc3Cl)cc12	?
Cc1ccc(S(=O)(=O)NC(C)C(=O)NCc2ccc(Cl)cc2)cc1 (stereo not drawn)	32%
CCN(Cc1ccccc1)S(=O)(=O)c1ccc(F)c(C(=O)Nc2cc(C(F)(F)F)ccc2Cl)c1	?
Cc1ccc(Oc2ncccc2NC(=O)CCCC(=O)O)c2c1CCC2	6%
CC(C)N1C(=O)CO[C@H]2CCN(Cc3ccccc3)CC[C@@H]21	-22%[86.2 µM]
COc1ccc(C(C)=O)c(OCc2cc(OC)c(Br)cc2OC)c1	-7%
Cc1cc(F)ccc1OC1CN(Cc2ccc(C#N)cc2)C1	0%[86.2 µM]
Cc1ccc2[nH]c(=O)c(CN(C)S(C)(=O)=O)cc2c1	?

An excerpt of these results, as comma-separated lines:
SMILES,KDM5B inhibitor
Cc1ccc(C)c(C(C)NC(=S)NCc2ccc(Cl)cc2)c1 (stereo not drawn),-22%
Cc1cc(N2CCC(C)CC2)nc2ccc(NC(=O)Cc3c(F)cccc3Cl)cc12,?
Cc1ccc(S(=O)(=O)NC(C)C(=O)NCc2ccc(Cl)cc2)cc1 (stereo not drawn),32%
CCN(Cc1ccccc1)S(=O)(=O)c1ccc(F)c(C(=O)Nc2cc(C(F)(F)F)ccc2Cl)c1,?
Cc1ccc(Oc2ncccc2NC(=O)CCCC(=O)O)c2c1CCC2,6%
CC(C)N1C(=O)CO[C@H]2CCN(Cc3ccccc3)CC[C@@H]21,-22%[86.2 µM]

Another view of 3 compounds above.
Structure | KDM5B inhibitor
COc1ccc(N2CCN(C(=O)c3ccc(-c4nc(COc5ccccc5)c(C)o4)cc3)CC2)cc1 | -16%[11.5 µM]
COc1ccc(C(=O)N2CCN(c3nc4c(C)c(Cl)ccc4s3)CC2)c(OC)c1 | -20%
O=C(NC1CC1)C1(CCO)CC12CCOCC2 (stereo not drawn) | 23%
